NOD1 inhibition = inhibition of NOD1-driven NF-kB reporter – cell-based, luminescence, uHTS, primary screen (AID 1578); NOD1-driven NF-kB luciferase reporter cells, luminescence; higher % means a stronger effect; inhibition, % at 4 µM; hits with a dose series show EC50 in µM; 290,000 tested, 1% active; in the data active means inhibition mostly above about 36%, no sharp cut-off; inactive means mostly below about 34%;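 further: HEK-293T reporter cells stimulated with the NOD1 agonist gamma-tri-DAP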
KOR beta-arrestin-1 = KOR agonists, beta-arrestin recruitment, primary screen, cell-based, luminescence, uHTS (AID 1777); one-dose activation, % at 10 µM; EC50 in µM for titrated hits; KOR beta-arrestin recruitment, luminescence; higher % means a stronger effect; 280,000 tested, 0.02% active; in the data active means activation above about 50%, passing the limit was not always enough; further: a part of the inactive calls stands beside numbers as strong as those of hits
GPR55 activation = selective activators of receptor GPR55 – imaging, U2OS cells, beta-arrestin-GFP redistribution, primary screen (AID 1961). activation, % at 10 µM; hits with a dose series show EC50 in µM. U2OS GPR55 beta-arrestin-GFP redistribution imaging; higher % means a stronger effect. 290,000 tested, 0.048% active;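 active means activation above 40% with more than 50 cells counted in the well; inconclusive means wells holding fewer than 50 cells, flagged as toxic or sparse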;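 further: U2OS osteosarcoma cells stably expressing GPR55 and beta-arrestin-GFP; plate controls were DMSO negative control for no effect and LPI positive control for full effect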
GPR35 arrestin U2OS = inhibition of zaprinast-stimulated GPR35 beta-arrestin translocation – imaging, U2OS, beta-arrestin-GFP, zaprinast agonist, primary screen (AID 2058); U2OS GPR35 beta-arrestin-GFP translocation imaging, zaprinast antagonism; higher % means a stronger effect; inhibition, % at 10 µM, or IC50 in µM where a hit was titrated; 290,000 tested, 0.052% active;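 active means inhibition of at least 50% with at least 30 cells and total cytoplasm GFP at most 10,000,000; inconclusive means under 30 cells or total GFP of 10,000,000 plus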
GPR55 LPI antagonism = GPR55 antagonists blocking LPI-driven arrestin recruitment, primary screen, imaging, U2OS, beta-arrestin-GFP, LPI agonist (AID 2013). 290,000 tested, 0.13% active. one-dose inhibition, % at 10 µM; IC50 in µM for titrated hits. U2OS GPR55 beta-arrestin-GFP translocation imaging, LPI antagonism; higher % means a stronger effect;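 active means spots per cell inhibited over 60%, with over 100 cells counted and total cytoplasm intensity under 500,000; inconclusive means wells with under 100 cells, flagged as likely toxic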;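 further: U2OS cells stably carrying GPR55 and arrestin-GFP stimulated by 5 µM LPI near EC80; imaged beta-arrestin-GFP aggregate spots per cell after agonist stimulation; plate controls were LPI-stimulated DMSO wells for no effect and DMSO wells without LPI for full effect; some results filed as inactive read as strong as hits; confirmed hits need IC50 under 10 µM and bright autofluorescent wells are also inconclusive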
NTR1 agonist = NTR1-driven beta-arrestin-GFP spot formation – imaging, U2OS cells, high content, primary screen (AID 493036) | 330,000 tested, 0.17% active | agonist mode | P30989 | activation, % at 20 µM;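 active means activation at or above 40% of the spot to cytoplasm intensity ratio, with at least 20 cells analyzed; inconclusive means wells under 20 cells, flagged as cytotoxic or low count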;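 further: 0% = DMSO without peptide and 100% = 100 nM NTR1 peptide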
Target sequence (P30989 whole entry, looked up): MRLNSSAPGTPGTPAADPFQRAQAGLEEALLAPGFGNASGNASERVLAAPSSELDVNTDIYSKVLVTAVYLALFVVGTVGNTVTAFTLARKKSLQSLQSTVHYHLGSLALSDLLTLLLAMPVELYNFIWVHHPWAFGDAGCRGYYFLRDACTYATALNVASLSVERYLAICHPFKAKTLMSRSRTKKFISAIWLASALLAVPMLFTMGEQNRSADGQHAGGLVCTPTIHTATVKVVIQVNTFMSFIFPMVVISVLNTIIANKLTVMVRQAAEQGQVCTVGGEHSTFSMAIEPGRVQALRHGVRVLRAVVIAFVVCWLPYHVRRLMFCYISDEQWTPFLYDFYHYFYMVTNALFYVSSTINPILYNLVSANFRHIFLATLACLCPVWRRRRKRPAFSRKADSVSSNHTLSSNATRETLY
KOR beta-arrestin-2 = KOR antagonists, beta-arrestin recruitment, cell-based, luminescence, uHTS (AID 1778). inhibition, % at 10 µM, or IC50 in µM where a hit was titrated. KOR beta-arrestin recruitment, luminescence, antagonist mode; higher % means a stronger effect. 290,000 tested, 0.091% active; in the data active means inhibition above about 50%; further: strong numbers were not always called active
Rac1 GTP hydrolysis = MgcRacGAP GTPase-activating activity inhibitors, confirmation, biochemical, ADP Hunter fluorescence | MgcRacGAP-stimulated Rac1 GTP hydrolysis, ADP Hunter fluorescence; higher % means a stronger effect; GST-tagged Rac1 F28L mutant substrate | inhibition, % at 30 µM; hits with a dose series show IC50 in µM | 340,000 tested, 0.6% active | AID 624330;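 active means first-screen hits whose inhibition reached a set limit at any dose in the follow-up dose series; inconclusive means inhibition above the set first-screen limit but never retested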;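 further: fluorescence reports GDP produced by GAP-driven GTP hydrolysis; strong numbers were not always called active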
UTI89 phage lysis = protection from phage-mediated lysis, alamar blue read-out – E. coli UTI89, K1F phage, bacterial capsule biogenesis inhibitors (AID 488966); E. coli UTI89 K1F phage lysis, alamar blue, 2 h; higher % means a stronger effect; one-dose inhibition, % at 100 µM; IC50 in µM for titrated hits; 340,000 tested, 0.02% active;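 active means phage lysis inhibition, versus mean bacterial control, above a set limit; inconclusive means no clear call, values can overlap the other calls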;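 further: capsule biogenesis inhibitors block K1F phage lysis so surviving cells raise fluorescence; higher fluorescence means more inhibition of phage lysis; actives were called in the ten point dose series up to 300 µM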
NTR1 agonist cell count 20 µM = further read-out of NTR1 agonist, marked with its call; cell count; measured here: cell count, cytotoxicity flag
Active calls of the source: *; ? = inconclusive; . = not tested or not shown; [ ] = remark or other dose. The list is partial; count on the stated rates, not on these rows.

SMILES | NOD1 inhibition | KOR beta-arrestin-1 | GPR55 activation | GPR35 arrestin U2OS | GPR55 LPI antagonism | NTR1 agonist | NTR1 agonist cell count 20 µM | KOR beta-arrestin-2 | Rac1 GTP hydrolysis | UTI89 phage lysis
O=C(NCCc1ccccc1)C(=O)N/N=C/c1ccccc1C(F)(F)F | -6% | -2.2% | -0.2% | -13% | 1% | -0.7 | 44 | -21% | -1% | 2.5%
COc1ccc(/C=C(/NC(C)=O)C(=O)O)cc1 | -4% | -2.4% | 0.2% | 8% | 5% | -0.8 | 46 | 7% | 5% | 0.2%
O=C1C2C3C=CC(C3=C3CCCCC3)C2C(=O)N1Cc1ccccc1 (stereo not drawn) | -5% | 0.4% | -0.3% | -5% | -2% | 5.9 | 45 | 20% | 2% | 0.1%
CCOC(=O)C1=C(N)OC2=C(C(=O)CCC2)C1c1ccccc1OCC (stereo not drawn) | -7% | -9.6% | 0.6% | 7% | 9% | 0.4 | 69 | -30% | 3% | 0.1%
COc1ccc(N(C)C(=O)c2sc(Cl)nc2C)cc1 | -14% | -1.3% | -0.3% | 0% | -5% | 1.8 | 56 | -19% | 4% | -0.1%
CCC(c1nnc(SCC(=O)Nc2cccc(S(N)(=O)=O)c2)n1Cc1ccccc1)N(C)C (stereo not drawn) | -1% | -1.9% | 0.0% | 7% | 6% | -0.2 | 64 | 4% | 9% | 0.1%
O=C(CSc1ccc2ccccc2c1)Nn1cnnc1 | -26% | -3.4% | -0.1% | -4% | 1% | 0.1 | 57 | -17% | 2% | 0.6%
COc1cccc(C(=O)COc2ccc3ccc(=O)oc3c2)c1 | -41% | -1.5% | 0.4% | -5% | 0% | -0.4 | 95 | 9% | 10% | 0.2%
O=C(NCCc1c[nH]c2ccccc12)c1ccccc1 | 8% | -4.2% | 0.4% | 5% | 10% | 0.4 | 52 | -8% | 15% | 0.0%
O=c1c2c(nc3nc[nH]n13)CCC2 | -12% | 7.7% | -0.1% | 27% | 14% | 3.6 | 33 | -3% | 3% | 4.3%
Cc1ccccc1/C=N/n1c(-c2ccccn2)n[nH]c1=S | 1% | 2.3% | 0.3% | 1% | 14% | 2.8 | 56 | 43% | 14% | -1.6%
Cc1ccc(N(Cc2cc3cc(C)ccc3[nH]c2=O)S(=O)(=O)c2ccccc2)cc1 | -13% | 0.9% | -0.2% | 13% | 9% | 10 | 41 | 15% | 5% | 0.4%
O=C(CN1C(=O)c2cccc3cccc(c23)C1=O)NCCN1CCOCC1 | -22% | 1.0% | -0.2% | -1% | 10% | -0.1 | 27 | -32% | 8% | 0.3%
CC(C)c1ccc(CNn2cnnc2)cc1 | -33% | -3.0% | -0.1% | 7% | -13% | -0.6 | 58 | -9%[20 µM] | 5% | 0.1%
CCCCn1nnc(NC(=S)NC(=O)c2cccs2)n1 | -34% | -6.7% | -0.3% | -15% | -4% | 0.8 | 61 | -35% | 10% | 1.0%
CCOC(=O)C1CCCN(c2nc3c(C)cccn3c(=O)c2/C=C(\C#N)C(=O)NCc2ccco2)C1 (stereo not drawn) | -14% | -1.4% | 0.2% | -7% | 1% | 1.6 | 46 | 1% | 11% | 0.0%
Cc1ccc(C(=O)Nc2sc3c(c2C(=O)NCc2ccco2)CCCC3)cc1 | -1% | 0.0% | 0.2% | 32% | 0% | 12 | 88 | -2% | -1% | 3.3%
CCC(C)NC(=O)CSc1nc2ccsc2c(=O)n1-c1ccc(OC)cc1 (stereo not drawn) | -8% | -0.5% | 0.4% | 4% | 18% | 2.5 | 65 | -3% | 11% | 0.1%
COC(=O)c1cc(CNC(=O)CC(C)c2ccccc2)ccc1OC (stereo not drawn) | -37% | -1.1% | -0.1% | 1% | 0% | 11 | 45 | 0% | 1% | 0.1%
CC1CCC(NC(=O)c2cnccn2)CC1 (stereo not drawn) | -9% | 0.6% | -0.1% | -9% | 55% | -0.4 | 42 | -13% | 13% | 0.1%
COc1ccccc1/C=C1\SC(=S)N(CCC(=O)Nc2cccc(O)c2)C1=O | -8% | 1.4% | -0.2% | 7% | 3% | 12 | 63 | -2% | 11% | 1.2%
CC1=C(C#N)C(c2cccnc2)C2=C(CCCC2=O)N1 (stereo not drawn) | 2% | -6.1% | -0.1% | 0% | 7% | -0.1 | 53 | 15% | 8% | 0.2%
O=C(Nc1ccc(F)cc1)c1ccc(S(=O)(=O)NCc2cccnc2)cc1 | 25% | -2.4% | 0.0% | 1% | 4% | -0.9 | 40 | -3% | 3% | -0.3%
CC(C)(C)c1ccc(Cc2n[nH]c(=S)[nH]c2=O)cc1 | 1% | -4.0% | 0.0% | -7% | -2% | 0.3 | 80 | -18% | 6% | 0.3%
CSc1nc2ncc(C#N)cn2n1 | -14% | -4.2% | 0.0% | 0% | -14% | 2.1 | 47 | -12% | 7% | 0.8%
CCC(=O)Nc1nc2nc(-c3ccccc3)cc(-c3ccccc3)n2n1 | -17% | -7.7% | -0.2% | -8% | 12% | -1.3 | 25 | 3% | 7% | 1.1%
O=C(NCCO)c1cc2cc(Cl)cc(Cl)c2oc1=O | -6% | -3.7% | -0.4% | 2% | 5% | 0.6 | 88 | 8% | 11% | 0.4%
COc1cccc(CNC(=O)c2nnn(CC(=O)Nc3ccc(Br)cc3)c2N)c1 | -10% | -7.8% | 0.1% | 6% | 14% | 0.6 | 65 | -7% | 12% | 0.1%
Cc1nc2ccc(S(=O)(=O)NCC(=O)N(C)Cc3ccco3)cc2s1 | -19% | -0.4% | 0.1% | -18% | 1% | -1.0 | 41 | 13% | 11% | 1.8%
CC(=O)NCCNC(=O)[C@H](Cc1ccccc1)NC(=O)c1cccs1 | -13% | -3.1% | 0.1% | 5% | 5% | -0.3 | 77 | -22% | 2% | 0.0%
CC(C)COC(=O)NC1c2ccccc2Oc2ccccc21 | -10% | 2.0% | -0.1% | 1% | 13% | 0.9 | 56 | -8% | 7% | 0.0%
O=C(OCC(=O)N1CCN(C(=O)c2ccco2)CC1)c1ccccc1OCc1ccc(Cl)cc1 | -12% | 0.3% | 0.3% | 0% | -3% | 1.8 | 54 | -4% | 12% | 0.2%
Cc1ccc(C(=O)Nc2cccc(C(=O)O)c2)cc1 | 73%* | -4.9% | -0.1% | -16% | 12% | 0.7 | 73 | 6% | . | .
CCc1ccc(C(=O)NNc2ccc(F)cc2)cc1 | -13% | -4.2% | 0.5% | 14% | 7% | 1.9 | 53 | -26% | 4% | -0.1%
COc1ccc(NC(=O)CN(C)CC(=O)Nc2ccccc2SC)cc1 | -16% | -0.6% | -0.1% | 5% | 0% | 1.5 | 47 | 2% | 18% | 9.8%
COc1ccc(-c2cc(C(=O)N3CCN(c4ccccc4OC)CC3)no2)cc1OC | 31% | 15% | 0.2% | 16% | -2% | 3.1 | 66 | -17% | 10% | -0.2%
COCCCNS(=O)(=O)c1ccc2c3c(cccc13)C(=O)S2 | 32% | 3.6% | 0.2% | 9% | ? | -0.7 | 46 | -16% | 13% | -0.1%
COc1ccccc1C1CC(c2c(-c3ccccc3)c3cc(Cl)ccc3[nH]c2=O)=NN1S(C)(=O)=O (stereo not drawn) | 55% | 1.2% | 1.3% | -11% | 17% | 17 | 37 | -2% | 0% | 0.5%
C=CCOc1ccc(/C=C/C(C)=N\O)cc1 | -111% | 3.3% | -0.3% | 7% | -7% | -1.1 | 70 | -31% | 10% | 0.0%
O=C(CSc1nnc(-c2cccs2)o1)c1cccs1 | -41% | 0.2% | 0.0% | 13% | 7% | 0.1 | 47 | -26% | 4% | 0.5%
O=C(Nc1cc2c(cc1Br)OCCO2)c1ccco1 | -40% | -3.3% | -0.4% | -2% | 19% | -4.3 | 99 | -10% | 2% | 0.0%
CCc1nc2sc3c(O)cc(=O)[nH]c3c2cc1C | -26% | -7.7% | -0.6% | -4% | 7% | -0.2 | 53 | 18% | 1% | -2.4%
CCN1CCN(C(=O)/C=C/c2ccc(C)o2)CC1 | -12% | 0.2% | -0.3% | 17% | -4% | 1.6 | 34 | 22% | 6% | 2.0%[50 µM]
COc1cc([N+](=O)[O-])cc(/C=N/NC(=O)Cn2nccc2C)c1O | 0% | 2.4% | -0.2% | 7% | -1% | -0.4 | 58 | 8% | 7% | -0.3%
COc1ccc(NC(=S)NCc2ccc(F)cc2)cc1 | -5% | -2.3% | -0.1% | -4% | 4% | -1.4 | 71 | -10% | 11% | 0.0%
CCCCc1ccc(NC(=S)NCCc2ccc(S(N)(=O)=O)cc2)cc1 | 30% | -0.8% | 0.2% | 14% | 1% | -0.4 | 33 | -95%[20 µM] | 6% | -0.5%
CCn1nnc(NC(=O)c2ccc(Br)o2)n1 | -7% | 3.4% | -0.1% | -6% | 1% | -0.1 | 47 | -28% | 5% | 0.2%
COc1ccc(-c2nnc(SCCOc3cccc(C)c3)n2N)cc1 | 15% | -1.4% | -0.2% | -3% | 2% | -0.3 | 95 | 0% | 6% | 0.2%
Cc1ccc(CC(SCc2ccccc2)C(=O)O)cc1C (stereo not drawn) | -28% | 3.6% | 0.5% | -3% | 1% | -0.4 | 54 | -10% | 4% | 0.3%
Cc1ccc(C23CC4CC(CC(C(=O)NC(C)C(N)=O)(C4)C2)C3)cc1 (stereo not drawn) | -26% | 2.2% | 0.1% | -6% | 3% | 0.1 | 61 | -27% | 5% | 0.0%
CC(C)N1CCc2c(sc(NC(=O)c3ccc(S(=O)(=O)N4CCc5ccccc54)cc3)c2C(N)=O)C1 | -4% | 1.0% | 0.3% | -4% | 20% | 2.9 | 62 | -5% | 14% | 0.0%
CCCCC(CC)C(=O)NCc1ccc(F)cc1 (stereo not drawn) | -3% | 0.5% | -0.2% | -11% | 15% | -1.0 | 56 | 8% | 3% | 6.7%

Profiles, quoted from the list. Screens in order: NOD1 inhibition | KOR beta-arrestin-1 | GPR55 activation | GPR35 arrestin U2OS | GPR55 LPI antagonism | NTR1 agonist | NTR1 agonist cell count 20 µM | KOR beta-arrestin-2 | Rac1 GTP hydrolysis | UTI89 phage lysis
CCn1nnc(NC(=O)c2ccc(Br)o2)n1 reads -7% | 3.4% | -0.1% | -6% | 1% | -0.1 | 47 | -28% | 5% | 0.2%
COc1ccc(-c2nnc(SCCOc3cccc(C)c3)n2N)cc1 reads 15% | -1.4% | -0.2% | -3% | 2% | -0.3 | 95 | 0% | 6% | 0.2%

High-throughput results (PubChem)
